# A3A deaminase: blocks human APOBEC3A ssDNA deamination. P31941. recombinant A3A, FAM/TAMRA ssDNA deamination fluorescence. inhibition, % at 20 µM. actives 0.41% (n = 330,000). AID 493011;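 active = at least 40% inhibition at 20 µM here, with at most 30% in a related deaminase screen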;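 also: plate controls were A3A with DMSO for no effect and wells lacking A3A enzyme for full effect; some results filed as inactive read as strong as hits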
# APOBEC3G inh: APOBEC3G (human) deaminase inhibition; actives 0.28% (n = 330,000); inhibition, % at 20 µM; Q9HC16; recombinant A3G, ssDNA deamination FAM/TAMRA fluorescence;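 active = inhibition of at least 40% at 20 µM, with no more than 30% in the related APOBEC3A deaminase screen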;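 also: plate controls were DMSO wells with A3G for no effect and wells lacking A3G enzyme for full effect; some compounds called inactive have numbers as strong as hits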
# Target sequence (Q9HC16 whole entry, looked up): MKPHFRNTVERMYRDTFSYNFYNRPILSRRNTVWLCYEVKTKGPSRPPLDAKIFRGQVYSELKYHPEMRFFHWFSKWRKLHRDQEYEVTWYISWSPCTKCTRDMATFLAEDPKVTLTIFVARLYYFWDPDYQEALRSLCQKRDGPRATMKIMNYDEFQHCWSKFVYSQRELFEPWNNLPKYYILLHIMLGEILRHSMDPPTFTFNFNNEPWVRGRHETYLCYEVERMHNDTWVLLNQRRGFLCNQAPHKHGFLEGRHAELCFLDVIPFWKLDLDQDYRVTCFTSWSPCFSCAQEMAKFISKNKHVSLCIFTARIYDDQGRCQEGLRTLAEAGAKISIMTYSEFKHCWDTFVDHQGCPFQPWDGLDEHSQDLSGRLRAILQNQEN
# MPTP inh: blocks calcium-induced mitochondrial swelling | inhibition, % at 10 µM | actives 1.4% (n = 360,000) | AID 602449 | isolated mouse mitochondria, Ca2+ swelling absorbance, 30 min;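 active = inhibition of 50% or more, scaled per plate between neutral and stimulator controls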;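 also: 0% = DMSO wells given calcium and 100% = 1 mM EGTA wells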
# CCR6 antagonist: antagonists of human CCR6 receptor; P51684; AID 493098; CHO-K1 CCR6 PathHunter beta-arrestin, luminescence, CCL20-stimulated; actives 0.49% (n = 340,000); inhibition, % at 20 µM;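 active = compounds whose inhibition of the agonist-driven luminescence signal at 20 µM reaches about 50%, limit read from the data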;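 also: cells stimulated with CCL20 at 14 nM final; plate controls were DMSO with CCL20 for no effect and DMSO without agonist for full effect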
# NR3A LBD binder: NR3A (human) ligand-binding domain modulation. NR3A LBD differential scanning fluorimetry, Tm shift; 0% = protein alone, 100% = glycine-bound protein. Tm shift relative to glycine control, % at 25 µM. actives 2.5% (n = 340,000);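 active = melting temperature shift of at least 10% of the positive control shift, at one fixed dose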
# CXCR6 inh: inhibitors of human CXCR6 receptor | O00574 | CHO-K1 PathHunter CXCR6 beta-arrestin, luminescence | AID 602244 | actives 0.36% (n = 360,000) | inhibition, % at 20 µM; in the data active = inhibition above about 34%, passing the limit was not always enough;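 also: antagonist mode with CXCL16 agonist at 10 nM final; 0% = 10 nM CXCL16 with DMSO and 100% = unstimulated wells without agonist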
# Target sequence (O00574 whole entry, looked up): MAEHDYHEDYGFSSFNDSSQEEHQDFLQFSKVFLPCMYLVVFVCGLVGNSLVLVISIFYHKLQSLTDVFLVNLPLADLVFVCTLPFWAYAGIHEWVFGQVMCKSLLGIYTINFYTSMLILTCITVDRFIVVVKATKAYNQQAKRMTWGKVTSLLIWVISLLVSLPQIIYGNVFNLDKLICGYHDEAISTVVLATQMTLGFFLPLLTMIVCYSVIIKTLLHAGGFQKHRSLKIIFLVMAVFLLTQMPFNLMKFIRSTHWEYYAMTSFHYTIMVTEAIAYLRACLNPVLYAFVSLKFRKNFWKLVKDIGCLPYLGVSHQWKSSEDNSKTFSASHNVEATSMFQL
# EBI2 block: EBI2 (human) antagonism | P32249 | EBI2 beta-arrestin recruitment, luminescence, 7a,25-OHC stimulated | inhibition, % at 5 µM | actives 0.81% (n = 360,000) | AID 651636; in the data active = inhibition above about 38%;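 also: enzyme fragment complementation signal reports receptor beta-arrestin coupling in cells; 0% = agonist plus DMSO wells and 100% = wells without agonist; some results beyond the cut were filed as inactive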
# Target sequence (P32249 whole entry, looked up, the tested form may be a part): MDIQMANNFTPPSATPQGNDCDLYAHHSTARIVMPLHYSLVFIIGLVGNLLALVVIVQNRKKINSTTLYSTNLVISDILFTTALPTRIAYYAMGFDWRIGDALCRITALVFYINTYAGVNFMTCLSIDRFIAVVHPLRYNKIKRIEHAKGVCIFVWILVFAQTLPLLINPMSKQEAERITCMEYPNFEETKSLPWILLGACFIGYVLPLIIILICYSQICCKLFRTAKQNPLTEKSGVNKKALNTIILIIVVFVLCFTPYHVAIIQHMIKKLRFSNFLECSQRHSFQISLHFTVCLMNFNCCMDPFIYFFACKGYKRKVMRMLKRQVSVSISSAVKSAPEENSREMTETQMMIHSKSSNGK
# Gli-Sufu block: antagonists of Gli-Sufu signaling; Sufu-KO-LIGHT fibroblasts, Gli luciferase reporter luminescence; inhibition, % at 5 µM; actives 0.74% (n = 340,000);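 active = inhibition above about 55%, limit read from the data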;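 also: 0% = DMSO-treated cells and 100% = wells with medium but no cells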
# * marks the source's active call; other numbers are inactive results; x = no result given.
compound	A3A deaminase	APOBEC3G inh	MPTP inh	CCR6 antagonist	NR3A LBD binder	CXCR6 inh	EBI2 block	Gli-Sufu block
COc1ccc2nc(C)cc(SCC(=O)N/N=C/c3cccc4ccccc34)c2c1	-2	-9	128*	10	5	-9	46*	10
COc1ccc(-c2c(-c3ccc(O)cc3O)n[nH]c2C(F)(F)F)cc1	-1	-7	3.8	13	5	-1	-3	4
CC1CCc2c(sc3nc(C4CC4)nc(N4CCN(C(=O)c5ccco5)CC4)c23)C1 (centres undefined)	0	-3	64*	21	5	-4	14	77*
CN(C)c1ccc(/C=N/NC(=O)C(=O)N2CCCCCC2)cc1	1	-9	1.6	10	3	-5	-7	-8
CCCCOc1ccc(OC(=O)c2cccnc2)cc1	-2	-2	-0.4	-4	3	-2	-3	31
COc1ccc(C(=O)OCC(=O)NCC2CCCCC2)c(OC)c1	-1	-11	0.4	17	1	5	-3	-3
CCOCc1cc(C)[nH]c(=O)c1C#N	-2	-6	-0.5	12	-12	-6	-12	18
CCC1CCCCN1C(=O)CN1C(=O)CSC1=O (centres undefined)	-2	-2	-2.2	10	-3	-2	-7	-6
Cc1cc(Cl)ccc1OCC(=O)OCC(=O)NC1CCS(=O)(=O)C1 (centres undefined)	-5	-7	-2.4	7	2	2	-8	9
COc1ccc(-c2n[nH]c3c2C(c2ccc(OC)c(OC)c2)N(c2ccccc2)C3=O)cc1 (centres undefined)	-3	-4	7.2	14	-22	2	-3	-10
CC(=O)Nc1cccc(C(=O)OCc2ccccc2)c1	0	-3	-1.5	19	-2	1	-6	-17
O=C(CSc1ncn[nH]1)Nc1c(Br)cc([N+](=O)[O-])cc1Br	-3	-6	7.1	-3	-5	-24	-10	3
CCN(CC)S(=O)(=O)c1cccc(C(=O)NCC2(N3CCOCC3)CCCCC2)c1	-3	-14	0.7	15	0	2	-3	15
O=C(NC1CCCCC1)C1CCN(S(=O)(=O)N2CCCCCC2)CC1	-2	-2	-1.3	-7	-2	2	-8	-15
COc1cccc(-c2nnc(SCC(=O)OC(C)C)n2Cc2ccco2)c1	-2	10	-2.5	-6	-3	0	-2	-3
Cc1ccc(S(=O)(=O)N2CCOCC2)cc1C(=O)OCC(=O)NCCc1ccccc1	-2	-6	0.8	6	0	2	16	8
CC1(C(=O)Nc2nc3ccccc3s2)CC1(Br)Br (centres undefined)	x	x	-0.5	14	-1	-4	-6	-22
Cc1ccc(-c2nnn(CC(=O)Nc3cccc4c3CCCC4)n2)o1	-1	-5	0.2	10	2	0	-5	-15
CC(C(=O)N(C)c1ccccc1)N1CCN(C(=O)c2ccccc2)CC1 (centres undefined)	3	-3	0.7	4	-1	4	-4	2
CC(=O)Oc1ccc(/C=C2/Oc3ccccc3C2=O)cc1	-10	-29	10	13	1	19	-11	-5
Cc1cccc(-n2c(SCc3cc(=O)n4ccsc4n3)nc3ccccc3c2=O)c1	2	-4	2.3	42	-10	6	13	8
O=C(COC(=O)c1ccc(Cl)c(S(=O)(=O)N2CCCC2)c1)NCc1ccccc1	8	-4	-0.8	19	4	6	11	2
Cc1ccc(-n2nnnc2SCC(N)=O)c(C)c1	1	-2	-0.5	6	-9	6	-3	-5
O=C(Nc1ccc([N+](=O)[O-])cc1)c1ccccc1	-1	-9	2.9	4	-10	5	-2	-47
C=CCNCCOCCOc1ccccc1-c1ccccc1	0	2	-1.2	5	2	-2	-3	25

# EBI2 block, hit marks shown above.
SMILES,A3A deaminase,APOBEC3G inh,MPTP inh,CCR6 antagonist,NR3A LBD binder,CXCR6 inh,EBI2 block
COc1ccc2nc(C)cc(SCC(=O)N/N=C/c3cccc4ccccc34)c2c1,-2,-9,128*,10,5,-9,46*

# An excerpt from above in order of the APOBEC3G inh value, descending:
SMILES,A3A deaminase,APOBEC3G inh,MPTP inh,CCR6 antagonist,NR3A LBD binder,CXCR6 inh,EBI2 block
C=CCNCCOCCOc1ccccc1-c1ccccc1,0,2,-1.2,5,2,-2,-3
COc1ccc(-c2n[nH]c3c2C(c2ccc(OC)c(OC)c2)N(c2ccccc2)C3=O)cc1 (centres undefined),-3,-4,7.2,14,-22,2,-3
COc1ccc(-c2c(-c3ccc(O)cc3O)n[nH]c2C(F)(F)F)cc1,-1,-7,3.8,13,5,-1,-3

# Remaining list, next part:
compound	A3A deaminase	APOBEC3G inh	MPTP inh	CCR6 antagonist	NR3A LBD binder	CXCR6 inh	EBI2 block	Gli-Sufu block
Cc1ccc(NC(=S)N(CCN(C)C)C(C)c2ccco2)cc1Cl (centres undefined)	-2	-7	1.6	14	0	2	8	11
COc1ccc(C2C(C#N)=C(N)Oc3n[nH]c(C)c32)cc1Cn1nc(C)c([N+](=O)[O-])c1C (centres undefined)	7	-6	-1.8	10	-2	15	19	26
COc1ccc(C2C(C#N)=C(N)N(c3cccnc3)C3=C2C(=O)CCC3)cc1Cn1cc([N+](=O)[O-])cn1 (centres undefined)	-2	-2	-1.8	-5	-3	-9	-2	11
Nc1cc2nsnc2cc1Br	6	8	-3.9	-3	-1	4	-12	6
O=C(CSC1=NCCS1)Nc1ccc2ccccc2c1	0	-4	0.3	-3	1	2	5	-4
O=C(NC1CC1)C1=C[C@H](c2ccc(C(F)(F)F)cc2)C[C@H](OCCCCO)O1	6	6	-2.3	14	1	-1	-3	8
Cc1ccccc1NC(=O)c1ccccc1NC(=O)Cc1cccc2ccccc12	1	-2	3.6	-2	-1	8	0	-9
CC1CCCN(CCC(=O)Nc2ccc(F)c(F)c2)C1 (centres undefined)	-4	-4	1.8	5	2	-1	-10	3
COCC(=O)OCC(=O)Nc1ccccc1-c1ccccc1	6	0	-0.4	0	-1	0	-5	-3
Cc1ccnc(SCC(=O)Nc2cc(C)on2)n1	4	-3	0.1	5	1	0	-1	-10
CCc1nc2c(cnn2-c2ccc(F)cc2)c(=O)n1-c1ccc(N2CCC(C)CC2)cc1	0	-2	76*	3	0	10	21	16
CCCOc1ccc(C(=O)N2CCCC2)cc1OC	-1	-2	2.6	-5	-1	-2	-1	-2
CC(=O)OC1CC(c2cc(C(C)(C)C)c(O)c(C(C)(C)C)c2)=NO1 (centres undefined)	2	-3	1.2	3	1	0	5	-4
CCOc1ccc(/C=N/NC(=O)C2CC2)cc1OC	-3	-5	-1.4	5	0	-6	-4	39
Cn1c(=O)oc2cc(S(=O)(=O)N3CCCCC3)ccc21	-3	-6	0.0	-8	-2	0	0	3
CCOc1cc2[nH]c(=O)n(CCC(=O)N3CCN(c4ccccc4OC)CC3)c(=O)c2cc1OCC	1	2	1.9	-3	4	-4	-13	-2
Cc1c(NC(=O)C(C)OC(=O)c2cccc(S(=O)(=O)N(C)C)c2)c(=O)n(-c2ccccc2)n1C (centres undefined)	-3	-6	3.4	16	-1	3	-7	-5
COc1ccc(S(=O)(=O)N2CCOCC2)cc1NC(=O)CC1CCCC1	2	-6	-0.6	5	-4	3	0	-1
Cc1ccc(NC(=O)Cn2nnc(C(=O)NCCc3ccccc3)c2N)cc1Cl	17	-1	1.5	3	-10	4	3	-4
CCOC(=O)C1CCN(C(=O)c2ccc(N(C)S(C)(=O)=O)cc2)CC1	-2	1	0.5	-9	1	5	-3	6
Cc1cccc(C(C)(C)C)c1OCCOCCN1CCCC1	-6	-14	0.7	14	-8	1	-1	-7
C=CCc1cccc2cc(C(=O)NC3CCCCC3)c(=O)oc12	-2	-4	-2.9	10	1	-1	5	38
Cc1oc2ccc(O)c(CN(C)C)c2c1C(=O)c1ccccc1	0	2	-1.4	14	0	-4	1	x
COCCOC(=O)C1=C(C)NC2=C(C(=O)CC(C)(C)C2)C1c1cccnc1 (centres undefined)	-1	-7	1.7	3	-1	0	-9	-1
CCOC(=O)[C@H]1[C@H]2COc3ccc(C)cc3[C@@H]2N2C(=O)c3ccc(Cl)cc3NC(=O)[C@@]12C	1	-1	-1.5	10	1	8	6	26
CCOC(=O)NC(=O)C(=CNNc1ncc(C(F)(F)F)cc1Cl)C(=O)NC(=O)OCC	-1	-3	-1.9	7	0	-3	-8	-5
Cc1ccnc(NS(=O)(=O)c2ccc(NC(=O)CSc3nc(-c4ccccc4)cc(=O)[nH]3)cc2)n1	4	0	-1.8	-9	-26	-10	-2	-6
CCN(CC)S(=O)(=O)c1ccc(Cl)c(NC(=O)c2cc(Cl)ccc2Cl)c1	-1	-2	-0.1	26	-1	5	5	4
CN(C)/C=N/c1sc2c(c1C(N)=O)CCCC2	-8	-5	-1.1	3	-1	6	-4	-7
COc1ccc(-c2csc(C3=C(O)CN(CCCN4CCCC4=O)C3=N)n2)cc1OC	-2	-7	0.6	18	-1	4	-4	-9
O=C(NCc1ccccn1)C1CCN(S(=O)(=O)c2ccccc2F)CC1	-2	-3	-0.8	-5	1	0	-11	-2
O=C(CS(=O)(=O)c1ccccc1)Nc1ccccn1	0	-6	-0.4	-5	-1	5	-5	-1
Cc1c(CCC(=O)NCC(=O)O)c(=O)oc2cc3occ(-c4ccccc4)c3cc12	-2	-3	-0.6	3	-2	-6	-2	8
Cc1ccc(-c2cc(-c3ccccc3[N+](=O)[O-])[nH]n2)c(O)c1	-1	-4	4.7	4	2	-1	16	-52
CCCCNc1c(-c2ccc(SC3CCCCC3)c(OC)c2)nc2ccc(Cl)cn12	0	4	1.1	19	-7	3	31	-3
NC(=O)c1cc(Br)cc(C2CCCCC2)c1O	0	-2	1.2	10	-11	0	10	24
COC(=O)c1ccc(CN2CCN(CCCc3ccccc3)C(CCO)C2)cc1 (centres undefined)	1	-8	-2.5	3	-2	-2	6	23
Cc1cccc(N2C(=O)CSC23CCCCC3)c1	-4	-12	0.5	6	0	-3	-6	1
O=C(N=Nc1c(O)n(Cc2ccccc2)c2ccccc12)c1ccc(O)cc1	-2	-7	29	43	4	11	-27	-71
C=CCN1C(=O)NC(c2ccc(OC)cc2)(C(F)(F)F)S/C1=C(\C#N)c1nnc(N2CCOCC2)n1-c1ccccc1 (centres undefined)	-1	1	2.3	-3	0	-2	68*	12
Cc1cc(C)cc(C(=O)N(Cc2ccco2)c2c(N)n(Cc3ccccc3)c(=O)[nH]c2=O)c1	-4	-10	-0.8	8	0	-4	-4	4
CCn1nc(C)c(CNC(=O)Nc2ccccc2C(=O)OC)c1C	0	-4	-0.3	-4	0	0	-8	8
COc1ccccc1-c1cc(C(=O)NCCCn2ccnc2)no1	-2	-8	-1.3	-7	-1	-6	-16	2
Brc1ccc(-c2nnc3c4ccccc4nc(N4CCOCC4)n23)cc1	-1	-6	-2.4	8	0	8	8	2
O=C(CSc1nc(-c2ccccc2)cc(C(F)(F)F)n1)N1CCOCC1	0	-5	1.8	4	1	4	-6	22
COc1ccc(Cn2c(=S)[nH]c3ccccc3c2=O)cc1	-3	-2	-0.1	2	4	-2	1	1
Cc1cc(SCC(=O)c2ccc3c(c2)OCO3)nc2ccccc12	1	-2	-0.1	5	-1	-4	-2	0
COCCNC(=O)CSCc1c(F)cccc1Cl	-3	-5	-0.3	-9	-1	-2	-9	-4
Cn1c(Cn2c(=O)sc3ccccc32)nnc1SCC(=O)Nc1cccc(F)c1	-4	-7	-1.4	5	0	-1	2	11
O=C(O)c1cc(-c2ccc(Cl)cc2)n[nH]1	-2	-5	-2.0	-31	1	-8	3	1

# Remaining list, next part
compound	A3A deaminase	APOBEC3G inh	MPTP inh	CCR6 antagonist	NR3A LBD binder	CXCR6 inh	EBI2 block	Gli-Sufu block
O=C(NCCc1ccccc1)[C@@H]1CC=C[C@@H]2CCN(C3CCCCC3)C(=O)[C@@H]21	-3	-7	1.4	20	1	13	9	-9
CCOC(=O)c1cc(CC)sc1NC(=O)c1cc([N+](=O)[O-])ccc1N1CCOCC1	3	-4	20	22	-8	12	34	17
N#CC(C#N)=CC1=C2OC(c3ccccc3)=CC(c3ccccc3)=C2CCC1	5	0	13	32	0	28	6	12
Cc1cccc(NC(=O)c2ccc(N(C)C3CCCCC3)c([N+](=O)[O-])c2)n1	0	-2	0.6	20	3	16	15	-6
CCCCCCn1c(COc2ccccc2F)nnc1SCC(=O)NC1CCS(=O)(=O)C1 (centres undefined)	x	x	0.8	4	-4	1	-6	3
